EBNA-1 inhibitor: blocks EBNA-1 binding to DNA. AID 1950. 300,000 tested, 0.34% active. inhibition, % at 14.8 µM. EBNA-1 DNA binding, fluorescence polarization; in the data active = inhibition above about 28%
PP1 counter: blocks human PP1-alpha phosphatase, a PP5 counter-screen; P62136; purified PP1alpha, OMFP fluorescence; inhibition, % at 6.7 µM; 320,000 tested, 0.9% active;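 active = inhibition above the mean inhibition of all tested compounds plus 3 SD, computed separately for each screening campaign, cut at about 15% in these data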
Target sequence (P62136 whole entry, looked up): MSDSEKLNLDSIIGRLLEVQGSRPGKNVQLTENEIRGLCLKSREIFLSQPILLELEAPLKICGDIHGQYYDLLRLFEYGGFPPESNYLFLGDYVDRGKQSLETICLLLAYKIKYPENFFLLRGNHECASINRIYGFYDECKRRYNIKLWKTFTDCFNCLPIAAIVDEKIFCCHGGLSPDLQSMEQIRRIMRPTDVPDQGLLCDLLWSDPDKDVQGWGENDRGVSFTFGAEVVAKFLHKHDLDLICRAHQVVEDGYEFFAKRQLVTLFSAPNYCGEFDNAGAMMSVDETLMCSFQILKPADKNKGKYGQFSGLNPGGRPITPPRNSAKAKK
ZTA DNA inh: counter-screen for EBNA-1 inhibitors: inhibitors of Epstein-Barr virus ZTA | P03206 | ZTA-DNA binding, fluorescence polarization | inhibition, % at 11 µM | 320,000 tested, 0.15% active; in the data active = inhibition above about 33%
Target sequence (P03206 whole entry, looked up): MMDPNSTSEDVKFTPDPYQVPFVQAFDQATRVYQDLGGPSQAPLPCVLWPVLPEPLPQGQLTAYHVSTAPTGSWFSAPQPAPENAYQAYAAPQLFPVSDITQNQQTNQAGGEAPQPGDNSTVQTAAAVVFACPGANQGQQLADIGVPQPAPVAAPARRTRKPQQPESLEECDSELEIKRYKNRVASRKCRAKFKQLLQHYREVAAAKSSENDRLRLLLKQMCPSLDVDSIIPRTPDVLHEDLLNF
TPT1 inhibitor: blocks Candida albicans tRNA 2'-phosphotransferase; 300,000 tested, 0.81% active; inhibition, % at 5 µM; recombinant caTPT1, FP RNA substrate dephosphorylation;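 active = inhibition above the mean of all tested compounds plus 3 SD, set per screening campaign, cut at about 24% in these data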;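 note: plate controls were DMSO alone for no effect and ferristatin control at 100 nM for full effect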
PP5 inh: PP5 (human) phosphatase inhibition | purified PP5c, OMFP substrate fluorescence | inhibition, % at 6.7 µM | 320,000 tested, 0.18% active | AID 1987;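 active = inhibition above the campaign's mean inhibition across all tested compounds plus 3 SD, cut at about 9.5% in these data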;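 note: 0% = DMSO only and 100% = 100 µM cantharidin control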
Target sequence (P53041 whole entry, looked up): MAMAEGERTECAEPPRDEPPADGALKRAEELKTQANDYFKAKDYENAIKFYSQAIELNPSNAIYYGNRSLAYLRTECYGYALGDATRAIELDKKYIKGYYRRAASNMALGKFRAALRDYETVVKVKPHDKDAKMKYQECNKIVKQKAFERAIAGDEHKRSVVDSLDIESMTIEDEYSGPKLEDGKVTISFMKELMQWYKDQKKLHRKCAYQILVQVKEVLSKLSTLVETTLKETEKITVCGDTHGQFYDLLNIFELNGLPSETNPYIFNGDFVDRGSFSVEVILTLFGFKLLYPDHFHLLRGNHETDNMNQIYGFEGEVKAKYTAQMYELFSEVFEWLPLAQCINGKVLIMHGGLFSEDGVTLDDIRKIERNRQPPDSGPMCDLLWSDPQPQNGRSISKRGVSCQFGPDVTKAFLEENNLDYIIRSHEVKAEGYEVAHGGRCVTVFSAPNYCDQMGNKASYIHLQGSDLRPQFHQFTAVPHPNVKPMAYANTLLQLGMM
Fh CTSL1 inh: counter-screen for PFM18AAP inhibitors: inhibitors of F. hepatica cathepsin L1; 300,000 tested, 0.49% active; AID 1906; recombinant F. hepatica cathepsin L1, Z-Leu-Arg-MCA fluorescence; inhibition, % at 5.96 µM;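 active = inhibition above the mean of all tested compounds plus 3 SD, set per screening campaign, cut at about 17% in these data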;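 note: 0% = plate median of test compound wells and 100% = 1 µM Z-Phe-Ala-diazomethylketone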
HCV core dimer: blocks dimerization of HCV core protein; 300,000 tested, 0.33% active; AID 1899; TR-FRET GST/Flag-core106 dimerization, 1536-well; inhibition, % at 5 µM;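 active = inhibition above the mean of all tested compounds plus 3 SD, set per screening campaign, cut at about 45% in these data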
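test system = GST/Flag-tagged HCV core106 proteins | probe or stimulus = Eu donor and XL665 acceptor anti-tag antibodies | times = compound-protein-antibody incubation 4 h at 22.5 °C | signal = TR-FRET, excitation 340 nm, emission 617 and 671 nm | measure = percent inhibition of core106 dimerization signal | controls = wells lacking GST-core106 and wells with excess unlabelled core106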
PREPL inh: inhibits the human prolyl oligopeptidase-like enzyme; Q4J6C6; recombinant PREPL, fluorescence polarization activity-based probe; inhibition, % at 5.96 µM; 320,000 tested, 0.68% active; AID 2751; in the data active = inhibition above about 43%;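 note: 0% = enzyme with DMSO and 100% = wells lacking enzyme; many of its hits are not listed in these tables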
Efflux pump mplx: blocks antifungal efflux pumps in multiplex yeast assay | S. cerevisiae Candida pump triplex, Nile Red efflux | inhibition, % at 10 µM | 330,000 tested, 0.44% active | AID 485275;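 active = plate passing quality check with inhibition over a set limit, or well fluorescence over plate mean plus 4 SD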;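 note: Nile Red retained in pooled yeast measured as flow cytometry median fluorescence; 0% = buffer negative control and 100% = Enniatin B positive control; higher means more Nile Red kept so more efflux inhibition; some compounds called inactive have numbers as strong as hits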
Active calls of the source: *; . = not tested or not shown. An excerpt. The share of hits here may be higher or lower than overall.

SMILES	EBNA-1 inhibitor	PP1 counter	ZTA DNA inh	TPT1 inhibitor	PP5 inh	Fh CTSL1 inh	HCV core dimer	PREPL inh	Efflux pump mplx
Cc1ccc(S(=O)(=O)/N=C2\C=C(Nc3cccc(C(=O)O)c3)C(=O)c3ccccc32)c(C)c1	-6	6	30	-3	9.8*	46*	-8	28	0.0
CCN(CC)CCC(=O)N1c2ccccc2CCc2ccc(NC(=O)OC)cc21	-2	-1	6	0	-0.1	-7	-13	-5	0.1
O=C(NCCc1c[nH]c2ccccc12)c1ccc2nc[nH]c2c1	-5	2	-11	0	-0.4	1	-5	14	0.1
O=C(Nc1ccccc1Cl)C1CC(=O)N(Cc2ccco2)C1 (stereo not given)	.	-1	11	.	-0.6	.	.	-4	-0.1
CC(=O)Nc1ccc(S(=O)(=O)Oc2ccc(/C=C3\SC(N)=NC3=O)cc2)cc1	-2	-2	-3	5	0.5	2	1	-8	0.0
O=C(O)C1CCCN1S(=O)(=O)c1ccc2[nH]c(=O)c(=O)[nH]c2c1 (stereo not given)	3	-1	-2	-3	-1.1	3	-1	8	-0.1
O=C(COC(=O)CCc1c[nH]c2ccccc12)Nc1cc([N+](=O)[O-])ccc1Cl	7	-2	-3	3	-0.7	-17	7	46*	-0.3
CCCc1nc(SCC(=O)c2ccccc2)c2c(=O)n(C)c(=O)n(C)c2n1	9	-2	4	-3	-0.9	5	-4	-2	0.0
CC(=O)O[C@]1(C(C)=O)CCC2C3C=C(C)C4=CC(=O)CC[C@]4(C)C3CC[C@@]21C (stereo not given in full)	5	-3	8	0	-0.9	4	13	3	-0.1
COc1ccccc1CNC(=O)C(=O)NCC1OCCN1S(=O)(=O)c1ccc(Br)cc1 (stereo not given)	-3	2	2	-3	3.9	1	7	8	1.0
O=C(Nc1ccccc1)c1c2c(nc3ccccc13)CCCC2	10	3	11	0	2.3	-1	-3	3	0.0
CCC(C)C(=O)Nc1nnc(CCc2ccccc2)s1 (stereo not given)	-3	0	4	-2	3.1	-8	-5	11	1.2*
Cc1cc(NC(=O)CC#N)n(-c2ccccc2)n1	3	-1	-6	-3	1.9	-2	-15	6	0.1
C/C(CCc1ccccc1)=N/NC(=O)C(=O)NCc1ccccc1	8	-1	-6	4	4.3	-6	-3	0	0.1
COC(=O)C1(C)NC(c2ccco2)C2C(=O)N(c3ccc(C)cc3)C(=O)C21 (stereo not given)	-3	0	-2	1	-0.3	-5	1	8	-0.7
O=C(c1c(Cl)cccc1Cl)N1CCN(c2ncccn2)CC1	8	-1	8	0	0.2	0	-7	-1	0.0
COc1ccc(C2=NN(c3nc(-c4ccc(CNC(C)=O)cc4)cs3)C(c3ccco3)C2)cc1 (stereo not given)	4	2	6	31*	1.4	11	20	-13	0.2
COc1ccc(S(=O)(=O)Nc2ccc3c(c2)N(C(C)=O)CCC3)cc1	10	-2	-9	0	0.7	1	-3	4	0.0
Cn1c(SCc2ccc(Cl)cc2)nc(C(F)(F)F)cc1=O	-13	3	-1	0	4.8	1	6	0	-0.3
Cc1ccc(C(=O)CC(=O)c2cc(Cl)ccc2O)cc1	-10	1	6	-2	3.3	1	4	-2	-0.1
Cc1cc(=O)[nH]c2n[nH]c(-c3ccccc3)c12	2	0	2	-8	-0.8	2	-3	19	-0.3
Cc1ccc(-n2c3nc(=O)n(C)c(=O)c-3cc3ccccc32)cc1	-1	-2	-8	-1	0.8	9	1	6	0.1
Cc1cc(N(C)C)c(C#N)c(=O)[nH]1	-8	1	15	1	-2.4	0	-3	-5	-0.1
Cc1sc(NC(=O)c2ccco2)c(C(Nc2ccccn2)c2ccccc2)c1C (stereo not given)	7	3	-5	1	6.5	-2	13	9	-0.1
CC(=O)c1c(N2CCN(Cc3ccccc3)CC2)nc(=S)n(-c2ccccc2)c1C	7	-2	12	0	-1.5	3	5	22	-0.1
SMILES	EBNA-1 inhibitor	PP1 counter	ZTA DNA inh	TPT1 inhibitor	PP5 inh	Fh CTSL1 inh	HCV core dimer	PREPL inh	Efflux pump mplx
NC(=O)C1CCN(C(=O)c2cc3ccccn3n2)CC1	4	2	-1	0	-3.3	-1	6	6	-0.1
CCCCCN(C(=O)NC(=O)Nc1nncs1)S(C)(=O)=O	-1	-3	12	4	1.3	1	-4	4	0.0
O=C(N/N=C/c1cccc(F)c1)c1csc2c1CCCC2	-2	-2	-28	-4	1.6	-1	2	-7	0.0
CCCc1cc(=O)[nH]c(SCc2ccc(F)cc2)n1	-11	4	-6	-5	-0.3	1	-1	-3	0.1
CCC(C)(C(=O)NC1CCCC1)N(C)C(=O)c1ccccn1 (stereo not given)	3	-2	3	0	-1.6	-1	-1	13	-0.2
CC(=O)c1c(C)[nH]c(C(=O)OCC(=O)N2c3ccccc3NC(=O)C2(C)C)c1C	-9	-4	-6	0	1.9	-2	-7	-5	0.8
O=C(CCCN=C1NS(=O)(=O)c2ccccc21)OCC(=O)c1ccccc1	-6	-3	-5	-1	0.9	-4	-1	8	-0.1
CSCCC(NC(=O)c1ccc(Cl)cc1Cl)C(=O)OCC(N)=O (stereo not given)	8	-4	-1	2	-0.4	-1	3	2	0.1
Cc1ccccc1-c1nc(CS(=O)(=O)CC(=O)NCCCN2CC(C)CC(C)C2)c(C)o1 (stereo not given)	-11	7	0	0	0.8	6	-15	32	-0.1
Cc1cccc(NS(=O)(=O)c2cc(OCC(N)=O)c(C)cc2Cl)c1	-6	4	0	1	3.1	-1	5	-8	0.5
COCCN(C(=O)COC(=O)c1ccccc1Nc1ccccc1)c1c(N)n(Cc2ccccc2)c(=O)[nH]c1=O	6	0	5	3	0.5	4	7	-9	0.2
COc1cc(C(=O)NNC(=O)CSc2nnc3ccccn23)cc(OC)c1OC	.	-1	-19	.	3.3	.	.	9	0.0
Cc1ccnc(NC(=O)c2ccc(COc3ccc(Cl)cc3)o2)c1	-1	1	13	1	3.1	4	14	-7	-0.1
CC1CCc2c(sc(NC(=O)CSc3nnc(-c4ccccc4)o3)c2C#N)C1 (stereo not given)	-4	1	8	2	-1.3	-2	1	15	0.1
O=C(Nc1ccc(CN2CCOCC2)cc1)c1cc2ccccn2n1	-10	-1	-3	-3	0.6	6	-17	11	0.0
CCn1c(SCC(=O)Nc2cc(C)on2)nnc1-c1ccccc1	-4	-2	12	4	-2.8	-8	-1	-3	0.0
COc1ccc(CC(=O)NN2C(=O)c3ccccc3C2=O)cc1	7	-2	-6	-2	-5.0	4	-8	15	-0.1
COc1ccc(C(CNC(=O)CNC(=O)c2cccc(C)c2)N2CCOCC2)cc1 (stereo not given)	.	-4	0	.	-0.2	.	.	9	-0.1
COC(=O)C1=C(N)Oc2c(oc(CO)cc2=O)C1c1ccccc1F (stereo not given)	1	-3	-4	0	2.8	-2	-9	-4	0.2
COC(=O)c1ccc(C(NC(=O)OCc2ccccc2)/C(F)=C/[C@@H](C)C(=O)O)cc1 (stereo not given in full)	11	4	14	-1	0.8	-3	10	0	0.0
Clc1ncnc2c1oc1ccccc12	9	3	20	0	1.3	0	3	-1	-0.1
O=C(Nc1ccccc1)N1N=C(c2ccc(F)cc2)CC1c1ccc(F)cc1 (stereo not given)	11	0	-8	-1	2.4	7	5	0	0.1
CC1CCN(S(=O)(=O)c2cn(C)c(=O)n(C)c2=O)CC1	4	-7	0	-2	-0.1	-2	-10	-11	0.0
COc1ccc(Nc2nc(-c3cccs3)nc3ccccc23)cc1	-2	3	-26	-1	6.2	1	-1	25	0.0
CC(Sc1nnc(CC(C)c2ccccc2)n1N)C(N)=O (stereo not given)	4	-2	3	3	-1.9	-1	6	-6	-0.3
SMILES	EBNA-1 inhibitor	PP1 counter	ZTA DNA inh	TPT1 inhibitor	PP5 inh	Fh CTSL1 inh	HCV core dimer	PREPL inh	Efflux pump mplx
Brc1ccc2nc(N3CCCC3)sc2c1	9	2	1	0	0.6	0	3	-4	0.1
CCCOc1ccc(-c2c(C(=O)N/N=C/c3ccncc3)nnn2-c2nonc2N)cc1	0	1	-6	-1	3.8	2	-1	-2	0.1
COc1ccc(Cl)cc1S(=O)(=O)Nc1ccc2c(c1)n(C)c(=O)n2C	-5	-2	-11	2	2.5	-2	-18	-6	0.2
C(#CCN1CCC(Cc2ccccc2)CC1)COCCOCc1ccccc1	-2	0	8	1	-1.5	1	10	18	0.1
O=C(N/N=C/c1ccc([N+](=O)[O-])o1)c1cc(-c2ccncc2)nc2ccccc12	-5	4	-17	2	1.2	4	-1	4	0.0
CCOC(=O)C1(Cc2ccc(Cl)cc2)CCN(C(=O)c2cscn2)CC1	-8	-4	4	2	3.9	0	6	2	0.1
COc1ccc(C(=O)Oc2c(OC)cc(C(=S)N3CCOCC3)cc2OC)cc1	15	8	6	1	-1.4	-2	4	8	-0.1
C[C@@]12CCC=C[C@H]1[C@H](c1ccc3ccccc3c1)N(Cc1ccccc1)C2=O	5	2	10	-2	2.8	3	16	-9	0.1
COc1cc(CNC2CCCCC2OC)cc(OC)c1OC (stereo not given)	0	-2	-8	-4	-2.5	0	1	-7	-0.1

13 of the compounds above, with bars between the fields.
structure | EBNA-1 inhibitor | PP1 counter | ZTA DNA inh | TPT1 inhibitor | PP5 inh | Fh CTSL1 inh | HCV core dimer | PREPL inh | Efflux pump mplx
O=C(Nc1ccccc1)N1N=C(c2ccc(F)cc2)CC1c1ccc(F)cc1 (stereo not given) | 11 | 0 | -8 | -1 | 2.4 | 7 | 5 | 0 | 0.1
CC1CCN(S(=O)(=O)c2cn(C)c(=O)n(C)c2=O)CC1 | 4 | -7 | 0 | -2 | -0.1 | -2 | -10 | -11 | 0.0
COc1ccc(Nc2nc(-c3cccs3)nc3ccccc23)cc1 | -2 | 3 | -26 | -1 | 6.2 | 1 | -1 | 25 | 0.0
CC(Sc1nnc(CC(C)c2ccccc2)n1N)C(N)=O (stereo not given) | 4 | -2 | 3 | 3 | -1.9 | -1 | 6 | -6 | -0.3
Brc1ccc2nc(N3CCCC3)sc2c1 | 9 | 2 | 1 | 0 | 0.6 | 0 | 3 | -4 | 0.1
CCCOc1ccc(-c2c(C(=O)N/N=C/c3ccncc3)nnn2-c2nonc2N)cc1 | 0 | 1 | -6 | -1 | 3.8 | 2 | -1 | -2 | 0.1
COc1ccc(Cl)cc1S(=O)(=O)Nc1ccc2c(c1)n(C)c(=O)n2C | -5 | -2 | -11 | 2 | 2.5 | -2 | -18 | -6 | 0.2
C(#CCN1CCC(Cc2ccccc2)CC1)COCCOCc1ccccc1 | -2 | 0 | 8 | 1 | -1.5 | 1 | 10 | 18 | 0.1
O=C(N/N=C/c1ccc([N+](=O)[O-])o1)c1cc(-c2ccncc2)nc2ccccc12 | -5 | 4 | -17 | 2 | 1.2 | 4 | -1 | 4 | 0.0
CCOC(=O)C1(Cc2ccc(Cl)cc2)CCN(C(=O)c2cscn2)CC1 | -8 | -4 | 4 | 2 | 3.9 | 0 | 6 | 2 | 0.1
COc1ccc(C(=O)Oc2c(OC)cc(C(=S)N3CCOCC3)cc2OC)cc1 | 15 | 8 | 6 | 1 | -1.4 | -2 | 4 | 8 | -0.1
C[C@@]12CCC=C[C@H]1[C@H](c1ccc3ccccc3c1)N(Cc1ccccc1)C2=O | 5 | 2 | 10 | -2 | 2.8 | 3 | 16 | -9 | 0.1
COc1cc(CNC2CCCCC2OC)cc(OC)c1OC (stereo not given) | 0 | -2 | -8 | -4 | -2.5 | 0 | 1 | -7 | -0.1
